OXTR potentiator – human OXTR potentiation; activation, % at 3 µM; CHO-OTR cells, Fluo-8 calcium fluorescence, potentiator mode; 0% = oxytocin EC15, 100% = EC100; P30559; actives 0.061% (n = 320,000);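 active = activation above that plate's cutoff, the mean activation of tested compounds plus 3 SD, cut at about 6.6% in these data, passing the limit was not always enough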;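 note: 100% uses oxytocin at 75 nM as the full agonist control; some results filed as inactive read as strong as hits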
Target sequence (P30559 whole entry, looked up): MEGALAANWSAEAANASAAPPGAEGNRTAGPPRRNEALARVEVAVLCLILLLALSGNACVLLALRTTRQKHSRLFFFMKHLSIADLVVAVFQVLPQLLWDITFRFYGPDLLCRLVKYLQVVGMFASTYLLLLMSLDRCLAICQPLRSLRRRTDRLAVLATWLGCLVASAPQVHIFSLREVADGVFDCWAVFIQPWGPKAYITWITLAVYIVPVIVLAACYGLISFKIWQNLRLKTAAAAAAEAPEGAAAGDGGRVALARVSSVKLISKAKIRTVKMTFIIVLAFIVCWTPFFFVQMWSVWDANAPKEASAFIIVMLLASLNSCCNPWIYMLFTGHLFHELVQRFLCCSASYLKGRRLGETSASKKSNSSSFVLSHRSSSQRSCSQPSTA
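System: human OTR in CHO cells / Also added: sub-maximal oxytocin, roughly EC15 / Control set: EC15 oxytocin low, 75 nM oxytocin high / Schedule: 6 min compound pre-incubation at room temperature, 100 s kinetic read / Compound: single-point 3.0 µM / Replication: singlicate / Technique: Fluo-8 calcium dye fluorescence / Read-out basis: % activation of max/min ratio relative to oxytocin controls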
CHO parental Ca – signal in parental CHO cells, OX1R antagonist counter-screen. AID 463079. actives 0.63% (n = 330,000). inhibition, % at 5.6 µM. parental CHO-K1, ATP-induced calcium, Fluo-8 fluorescence;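 active = inhibition above that plate's mean sample inhibition plus 3 SD, cut at about 26% in these data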;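 note: 0% = ATP-challenged DMSO wells and 100% = DMSO wells without ATP; some compounds past the cut are filed as inactive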
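material = parental CHO cells | also added = ATP as calcium-mobilizing challenge | dosing = single point at 5.6 µM | detection = intracellular calcium via Fluo-8 no-wash fluorescent dye | read-out = % inhibition | benchmarks = low control ATP plus DMSO, high control DMSO only | repeats = one well per compound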
OXTR ag – activates the human oxytocin receptor; CHO-OTR cells, Fluo-8 calcium fluorescence; normalized: DMSO 0%, oxytocin 100%; P30559; actives 0.32% (n = 320,000); activation, % at 3 µM; AID 2435;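 active = activation above the mean of all tested compounds plus 3 SD, cutoff set per screening run, cut at about 20% in these data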;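 note: peak over basal fluorescence ratio from a 100 s FLIPR kinetic read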
V1aR counter – activates human V1a receptor in oxytocin agonist counter-screen; P37288; CHO-V1R cells, Fluo-8 calcium fluorescence, agonist mode; 0% DMSO, 100% 3 nM vasopressin; activation, % at 3 µM; actives 0.25% (n = 320,000);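 active = activation above the mean activation of all tested compounds plus 3 SD, per screening run, cut at about 20% in these data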;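 note: signal is peak over basal fluorescence ratio across a 100 second FLIPR read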
Target sequence (P37288 whole entry, looked up): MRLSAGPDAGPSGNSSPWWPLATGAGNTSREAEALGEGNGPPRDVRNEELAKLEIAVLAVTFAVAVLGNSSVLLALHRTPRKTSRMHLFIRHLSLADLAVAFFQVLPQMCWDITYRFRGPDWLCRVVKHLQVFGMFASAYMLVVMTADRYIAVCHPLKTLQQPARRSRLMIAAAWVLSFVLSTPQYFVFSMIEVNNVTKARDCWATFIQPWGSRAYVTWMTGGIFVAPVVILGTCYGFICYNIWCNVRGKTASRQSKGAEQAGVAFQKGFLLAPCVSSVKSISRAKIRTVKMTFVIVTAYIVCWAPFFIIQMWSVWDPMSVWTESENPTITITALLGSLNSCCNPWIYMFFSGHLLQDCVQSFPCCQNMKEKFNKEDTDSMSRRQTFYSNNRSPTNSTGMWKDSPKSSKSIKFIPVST
GPR7 antagonist – blocks human GPR7 receptor signaling; GPR7-expressing cells, fluorescence antagonist assay; P48145; actives 1.1% (n = 290,000); inhibition, % at 4.4 µM; in the data active = inhibition above about 16%, passing the limit was not always enough;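 note: cells stimulated with the agonist NPW; 0% = agonist with vehicle and 100% = vehicle without agonist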
CHO-K1 Ca antag – counter-screen for M1 antagonists: effect in parental CHO-K1 cells; actives 0.6% (n = 360,000); ATP-induced calcium, Fluo-8 fluorescence; inhibition, % at 3 µM; AID 602250;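 active = inhibition above a per-plate cutoff, the plate's mean sample inhibition plus 3 SD, cut at about 24% in these data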;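 note: 0% = DMSO plus EC80 ATP and 100% = DMSO alone without ATP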
M1 PAM parental – nonselective activator or artifact in parental CHO-K1 calcium assay; actives 0.02% (n = 360,000); activation, % at 3 µM; ATP EC20, Fluo-8 calcium fluorescence; 0% at ATP EC20, 100% at ATP max;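 active = activation above the run cutoff, the mean activation of all test compounds plus 3 SD, cut at about 40% in these data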;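 note: peak over basal fluorescence ratio in a 140 s read after ATP addition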
CHO-K1 Ca ag – nonselective activator or artifact in parental CHO-K1 cells | Fluo-8 calcium fluorescence; scaled to maximal ATP response, vehicle zero | activation, % at 3 µM | actives 0.48% (n = 360,000); in the data active = activation above about 15%;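 note: untransfected CHO-K1 host cells lacking M1 receptor as counterscreen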
TAAR1 antagonist – antagonists of human TAAR1; CHO RD-HGA16 TAAR1, Fluo-8 calcium fluorescence, antagonist; actives 1.5% (n = 360,000); inhibition, % at 3 µM;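 active = inhibition above a per-plate cutoff, the mean inhibition of test compounds on that plate plus 3 SD, cut at about 49% in these data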;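 note: 0% = DMSO plus EC80 beta-PEA response and 100% = DMSO alone without agonist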
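Assay system: RD-HGA16 CHO cells with stable hTAAR1 and Gα16 / Reagent: EC80 β-phenethylamine stimulus / Doses: 3 µM, single point / Timing: dye loading 75 min at 37 °C, then 30 min room temperature / Measured by: Fluo-8 intracellular calcium dye fluorescence, real-time kinetic reads / Controls: vehicle wells and EC80 agonist wells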
An asterisk follows results filed as active; · = no result given.

SMILES	OXTR potentiator	CHO parental Ca	OXTR ag	V1aR counter	GPR7 antagonist	CHO-K1 Ca antag	M1 PAM parental	CHO-K1 Ca ag	TAAR1 antagonist
O=C(NCCN1CCN(Cc2ccccc2)CC1)C1c2ccccc2C(=O)N2CCc3ccccc3C12 (stereo unspecified)	-20	-20	-0.9	0.1	-10	6	3	1.5	-12
CC(=O)N(C)N1c2ccccc2CCc2ccccc21	-5	-6	-2.0	-1.7	-11	-4	-6	1.2	-16
O=C(NCCCN1CCOCC1)C1COc2ccccc2O1 (stereo unspecified)	1	-4	1.2	0.4	-13	13	-7	0.0	-8
CCCCOc1ccc(N2C(=O)CC(N(O)c3ccccc3)C2=O)cc1 (stereo unspecified)	-14	-22	-1.9	-0.9	-9	-3	13	0.5	-2
O=C(CC1C(=O)NCCN1Cc1ccc(-c2ccccc2)cc1)NCc1ccccc1 (stereo unspecified)	-10	-16	2.9	7.6	8	0	17	1.3	5
O=C(NCc1cccnc1)c1cc(C(=O)C2CC2)c[nH]1	-13	-1	0.3	0.1	-4	-5	-2	0.2	-2
O=S1(=O)CC(N2CCCC2)CN1Cc1cn(Cc2cccc(C(F)(F)F)c2)nn1 (stereo unspecified)	·	·	·	·	·	-17	6	0.2	-9
CCOc1cccc(=O)c2c(C)n(Cc3ccccc3)c(C)c12	-11	-15	-2.2	-0.6	-1	13	3	23*	-5
CCN(C(=O)CSc1nc2ccccc2c(=O)n1-c1cccc(C)c1)C1CCS(=O)(=O)C1 (stereo unspecified)	3	-14	0.3	-0.1	-10	-11	-9	-0.2	-19
COCc1nc2ccccc2n1Cc1c(F)cccc1Cl	1	-3	1.1	0.3	-5	-14	20	3.2	-6
Cc1ccc(C(=O)NCN2CCN(c3ccc(F)cc3)CC2)cc1	-6	-3	0.8	0.6	·	-14	10	0.5	22
CC(=O)c1cc2c(cc1NC(=O)Cn1nc(C)c(C)c(C#N)c1=O)OCO2	-9	-6	-0.5	0.6	·	7	1	0.4	-11
Cc1c(C(=O)N2CCCC2)c(S(=O)(=O)N2CCCCC2)c(C)n1C	-9	-3	0.2	0.0	17	11	-9	-0.7	-10
CN(C)CCCNc1ncc(C(F)(F)F)cc1Cl	0	-5	0.2	-0.4	0	-11	6	1.3	10
COc1ccc(N(CC(=O)Nc2ccccc2C)S(=O)(=O)c2c(C)[nH]c(=O)[nH]c2=O)cc1	-4	-10	-0.2	0.6	13	-3	3	0.4	0

Sorted by value in OXTR potentiator (highest first): 4 from the list above.
molecule,OXTR potentiator
O=C(NCCCN1CCOCC1)C1COc2ccccc2O1 (stereo unspecified),1
CC(=O)N(C)N1c2ccccc2CCc2ccccc21,-5
Cc1c(C(=O)N2CCCC2)c(S(=O)(=O)N2CCCCC2)c(C)n1C,-9
CCOc1cccc(=O)c2c(C)n(Cc3ccccc3)c(C)c12,-11

Next results:
SMILES	OXTR potentiator	CHO parental Ca	OXTR ag	V1aR counter	GPR7 antagonist	CHO-K1 Ca antag	M1 PAM parental	CHO-K1 Ca ag	TAAR1 antagonist
Nc1ccccc1SC/C=C/CSc1ccccc1N	-4	-9	-1.6	-1.1	8	-9	1	-0.2	3
N#Cc1nc(-c2ccc(Cl)cc2)oc1NCc1ccco1	-16	44*	0.7	0.6	0	2	13	0.4	12
CCOc1cc(/C=C2\SC(=Nc3ccccc3)N(c3ccccc3)C2=O)ccc1OCC(=O)O	-8	-18	0.0	-0.8	-17	8	20	0.3	-13
Cn1c(SCC(=O)N2CCOCC2)nnc1-c1ccc(NC(=O)c2ccccc2F)cc1	-3	-16	-0.4	-0.2	-11	-28	15	1.9	18
O=C(O)CC(c1ccccc1)n1cccc1 (stereo unspecified)	-5	5	0.2	0.4	-4	5	6	0.0	1
O=C(CSc1ccccn1)Nc1ccccc1F	-2	-6	-1.4	-1.6	-11	1	-2	0.3	-8
COc1ccc(S(=O)(=O)Cc2ccc(C(=O)N3CCc4ccccc4C3)o2)cc1	-4	-11	-1.1	0.0	6	6	13	1.9	61*
Cc1cc2nnc(SCC(=O)NC3CCCCC3)n2c(N)n1	-1	-1	1.0	1.1	-9	-12	4	0.3	2
Cc1nc2nc(C(F)(F)F)[nH]c2nc1C	·	·	·	·	·	10	7	0.5	-13
CN(C)S(=O)(=O)c1ccc(C(=O)NC(=O)CSc2nnnn2C)cc1	-1	-11	0.5	1.0	·	-8	22	0.8	0
CCC(C)(C)n1nnnc1C(c1cc2ccc(OC)cc2[nH]c1=O)N1CCN(C2CCCCC2)CC1 (stereo unspecified)	-4	-16	-0.1	-1.0	4	-9	2	0.1	5
C/C(=N\NC(=O)c1cccc(Br)c1)c1cccnc1	·	·	·	·	-14	0	13	0.5	-16
COc1ccc([C@H]2CC(=O)C=C(c3cccc4c3Oc3ccccc3S4)C2)cc1OC	1	-15	0.1	1.1	·	-14	10	-0.1	29
COc1ccccc1CNC(=O)COC(=O)Cc1c(Cl)cccc1Cl	-9	-31	-0.3	-0.6	3	-1	18	6.8	-8
Cc1c(C(=O)N2CCCc3ccccc32)oc2ccccc12	-6	-16	-2.1	-0.5	-20	-4	11	-0.5	-35
CC(=O)Nc1ccc(S(=O)(=O)N2CCC(N3CCCCCC3)CC2)cc1	2	-8	1.3	-0.6	-2	-8	16	1.4	-21
COCc1nnc(NC(=O)c2ccc(S(=O)(=O)N(CC(C)C)CC(C)C)cc2)o1	7	-17	-1.4	-1.0	-20	-5	26	-0.3	-18
CCC1Oc2ccccc2N(Cc2ccccc2C)C1=O (stereo unspecified)	-1	-22	-1.6	-1.4	-10	-3	15	0.9	13
CCCOC(=O)c1ccc(NC(=O)c2cc(Cl)ccc2OC)cc1	-2	-1	1.7	0.8	0	-6	19	0.4	-12
CC(C)(C)NC(=O)COC(=O)c1ccc(Cl)c(S(N)(=O)=O)c1	5	-10	1.4	0.8	-3	-8	13	1.4	-27
COc1ccc(OC)c(NC(=O)CCCC(=O)NC2CCCCC2)c1	-5	-12	0.6	1.2	2	12	0	0.3	-22
COC(=O)c1ccccc1NC(=O)CSc1nnc(CNS(=O)(=O)c2ccc(C)cc2)n1C	·	·	·	·	0	-5	15	5.2	-7
CCOc1cc2[nH]c(=S)n(Cc3ccc(C(=O)NCC(OC)OC)cc3)c(=O)c2cc1OCC	-4	10	-0.6	-0.4	0	-10	14	0.5	4
CCN1CCc2c(sc(NC(=O)COc3ccccc3)c2C(=O)OC)C1	1	-20	0.8	-0.6	-15	-8	-11	1.0	5
CCCCNC(=S)NNC(=O)c1csc(CC)c1	-4	-14	-0.6	0.1	2	-1	7	0.3	-4
Cn1c(NC(=O)c2ccc(C(C)(C)C)cc2)cc(=O)n(C)c1=O	-4	-12	0.8	0.6	-2	8	2	1.0	-34
O=C(Nc1ccc([N+](=O)[O-])cc1)C1C(c2ccccc2)=C1c1ccccc1	-7	-8	0.4	0.4	0	-8	-12	-0.4	-24
CC[N+]1(C)[C@@H]2CC[C@H]1CC(OC(=O)[C@H]1CCC(C(=O)OC3C[C@H]4CC[C@@H](C3)[N+]4(C)CC)(c3ccccc3)c3ccccc31)C2 (stereo partly specified)	-3	-1	0.7	1.2	·	22	-15	-0.1	-17
OC(CNCC#Cc1ccccc1)c1ccccc1 (stereo unspecified)	-4	-7	2.9	1.7	-15	-14	26	2.5	-1
Cc1noc(C)c1NC(=O)N(C)C[C@H]1Oc2c(NC(=O)c3ccncc3)cccc2C(=O)N([C@H](C)CO)C[C@@H]1C	3	-6	2.7	0.6	·	3	-8	-0.4	11
COc1cccc(C2CNC3(CCCC(C)C3)c3[nH]c4ccccc4c32)c1OC (stereo unspecified)	-11	-13	5.3	4.1	15	-4	-3	5.7	-19
CCOC(=O)c1ccc(NC(=O)/C=C/c2cccs2)cc1	8	-36	-0.1	1.4	-12	2	-8	1.7	11
NS(=O)(=O)c1ccc(NC(=O)c2cccc(N3C(=O)c4ccccc4C3=O)c2)cc1	0	2	0.3	0.3	-12	-1	0	0.2	12
COc1cccc(CN2C(=O)C(C)N(C(=O)c3c(F)cccc3F)c3ccccc32)c1 (stereo unspecified)	-21	22	1.6	3.1	1	7	-8	9.2	47
COc1cc2c(c(O)c1OC)C(=O)C(OC)CCC2 (stereo unspecified)	-2	5	-0.3	0.3	-13	-5	19	0.9	-24
Cc1cc(C(=O)Nc2ccc(C)c(S(=O)(=O)N3CCOCC3)c2)c2ccccc2n1	-8	-3	1.0	5.4	·	-14	6	2.9	5
Fc1ccc(-n2nnc(-c3ccccc3Cl)n2)cc1	-3	-3	-0.4	0.0	-13	7	2	0.1	6
O=C(Nc1ccc2c(c1)CCC2)c1ccc(Br)o1	-9	-17	-2.1	-1.6	14	-25	19	-0.2	-7
COc1ccc(/C=N\NC(=O)COc2ccc(Cl)cc2Cl)c(C(=O)O)c1OC	8	-5	1.8	0.3	-18	-2	4	0.0	11
CCC(C)C(=O)Nc1cc(C(=O)OC)cc(C(=O)OC)c1 (stereo unspecified)	0	-6	-0.4	-0.2	-17	-32	13	0.0	0
Cc1cc(C)c(OCC(=O)Nc2nnc(C3CC3)s2)c(C)c1	·	·	·	·	·	6	-18	0.2	-27
Cn1c(=O)n(CCOc2ccccc2Cl)c2ccccc21	-11	-21	-1.9	0.0	-7	-11	12	0.1	1
COc1cccc(CCNC(=O)COc2cccc3c2OC(C)(C)C3)c1	-3	-18	-3.0	-1.1	·	-8	13	1.2	3
COc1ccc(S(=O)(=O)N2CCCCC2c2cc(C(=O)Nc3ccc(OC)cc3C)no2)cc1 (stereo unspecified)	·	·	·	·	·	0	3	1.6	-12
COc1cccc(/C=N/NC(=O)c2cnn(-c3ccccc3)c2N)c1	-5	-28	-1.9	-0.8	-2	-11	25	2.7	34
O=S(=O)(/N=C(\c1ccccc1F)N1CCCCC1)c1ccccc1	2	11	-0.6	-0.9	-1	-5	25	0.8	-9
CN1C(=O)N(C)C2C1NC(=O)N2C (stereo unspecified)	-14	0	0.5	0.3	0	10	-7	0.0	-6
COc1ccc(C2(CNC(=O)c3ccc(OC)c([N+](=O)[O-])c3)CCOCC2)cc1OC	1	-2	0.5	0.1	1	-3	11	0.0	2
CCc1ccc(NC(=O)Nc2cccc(OC)c2)cc1	-4	-14	1.0	4.3	-13	14	-5	3.5	23
Cc1ccc(S(=O)(=O)N2CCOCC2)cc1NC(=O)COc1cccc(Oc2ccccc2)c1	-6	-19	0.4	2.0	·	2	-18	7.6	42

Compound activity from PubChem.
